FXIIa inh = factor XIIa (human) inhibition | P00748 | purified FXIIa, Boc-QGR-AMC fluorogenic substrate, 2 h | inhibition, % at 5 µM | hit rate 0.3% among 220,000 | AID 800; in the data active = inhibition above about 40%;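 also: 0% = enzyme with no compound and 100% = blank without enzyme; many of its hits are not listed in these tables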
FXIa inh = factor XIa (human) inhibition; P03951; purified FXIa, Boc-Glu-Ala-Arg-AMC fluorogenic substrate; inhibition, % at 5 µM; hit rate 0.14% among 220,000;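 active = inhibition of at least 40%; inactive = inhibition below 40%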;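 also: fluorescence of freed AMC excited at 355 nm; 0% = enzyme without compound and 100% = no enzyme blank; many of its hits are not listed in these tables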
KLK5 inh = blocks human kallikrein 5 protease activity; recombinant hK5, fluorogenic AMC substrate cleavage; AID 873; hit rate 0.59% among 210,000; inhibition, % at 5 µM; Q9Y337;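 active = inhibition of 40% or more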;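 also: 0% = enzyme controls without compound and 100% = no-enzyme blanks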
eIF4E-4G inh = inhibitors of eIF4E and eIF4G interaction in translation initiation; hit rate 0.37% among 220,000; inhibition, % at 21.7 µM; TR-FRET eIF4E-eIF4GI(517-606) binding, 2 h; P63073+Q04637;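 active = inhibition above about 30%, limit read from the data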;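 also: 0% = full FRET control wells and 100% = background wells lacking eIF4GI fragment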
p97 inhibitor = blocks human p97 ATPase activity | hit rate 0.42% among 220,000 | inhibition, % at 8 µM | recombinant p97 ATPase, Kinase-Glo ATP luminescence, 3 h | P55072; in the data active = inhibition above about 15%;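 also: 0% = DMSO vehicle and 100% = wells lacking enzyme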
Target sequence (P55072 whole entry, looked up): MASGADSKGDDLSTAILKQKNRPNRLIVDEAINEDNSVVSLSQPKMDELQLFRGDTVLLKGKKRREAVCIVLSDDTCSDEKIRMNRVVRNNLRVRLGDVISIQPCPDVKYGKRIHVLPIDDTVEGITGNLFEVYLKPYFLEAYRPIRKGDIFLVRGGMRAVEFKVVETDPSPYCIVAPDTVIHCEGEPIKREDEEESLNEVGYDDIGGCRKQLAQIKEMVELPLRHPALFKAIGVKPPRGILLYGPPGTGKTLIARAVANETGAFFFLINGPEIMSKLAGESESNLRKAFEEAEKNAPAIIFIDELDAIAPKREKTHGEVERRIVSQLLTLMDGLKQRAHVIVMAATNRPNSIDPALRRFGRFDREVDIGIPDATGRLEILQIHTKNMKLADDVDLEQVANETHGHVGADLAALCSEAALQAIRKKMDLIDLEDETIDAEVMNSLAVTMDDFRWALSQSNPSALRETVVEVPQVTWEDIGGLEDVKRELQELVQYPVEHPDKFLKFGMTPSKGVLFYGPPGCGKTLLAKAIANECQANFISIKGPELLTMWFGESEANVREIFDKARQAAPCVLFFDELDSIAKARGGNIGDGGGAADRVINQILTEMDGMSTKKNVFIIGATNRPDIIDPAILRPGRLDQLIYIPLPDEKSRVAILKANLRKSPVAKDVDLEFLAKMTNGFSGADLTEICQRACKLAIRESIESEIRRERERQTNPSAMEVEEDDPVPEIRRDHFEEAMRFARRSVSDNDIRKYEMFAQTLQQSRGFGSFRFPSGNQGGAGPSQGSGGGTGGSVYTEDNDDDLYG
Mdm2 ligase inh = blocks human Mdm2 ubiquitin ligase activity. cell-based MDM2 ubiquitination luciferase reporter, 2 h; 0 = plate control, 100 = twice control, blank-subtracted. signal enhancement, % at 5 µM. hit rate 0.11% among 210,000. AID 1230;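 active = signal enhancement of 30% or more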;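 also: luminescence tracks abundance of the self-degrading MDM2-luciferase fusion protein; higher signal means inhibition of MDM2 E3 ligase activity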
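Assay system: stable mammalian line carrying autodegrading MDM2–luciferase fusion reporter; Input: 2000 cells in each well; Compound dosing: single-point 5 µM; Schedule: 2 h compound exposure at 37 °C; Signal: SteadyLite luciferase luminescence after 15 min room-temperature reagent incubation; Evaluation: % luminescence enhancement versus blank-corrected plate control mean; Benchmarks: plate controls and plate blanks.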
Rad51 HR inh = blocks human Rad51 in homologous recombination | Q06609 | hRad51 DNA strand exchange, fluorescence dequenching | inhibition, % at 10 µM | hit rate 0.085% among 200,000;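 active = inhibition above 40% at the single screening dose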;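 also: 0% = DMSO control wells and 100% = blanks with heterologous ssDNA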
Target sequence (Q06609 whole entry, looked up): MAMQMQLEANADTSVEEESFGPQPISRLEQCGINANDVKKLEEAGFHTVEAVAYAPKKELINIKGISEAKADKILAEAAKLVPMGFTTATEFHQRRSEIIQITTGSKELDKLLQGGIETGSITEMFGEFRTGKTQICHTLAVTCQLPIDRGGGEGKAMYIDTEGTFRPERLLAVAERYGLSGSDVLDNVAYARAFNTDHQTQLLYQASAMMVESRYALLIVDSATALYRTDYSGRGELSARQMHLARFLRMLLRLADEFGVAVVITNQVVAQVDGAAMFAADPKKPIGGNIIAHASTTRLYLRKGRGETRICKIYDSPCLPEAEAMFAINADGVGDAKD
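Material: human Rad51–ssDNA filaments; Probe or stimulus: labelled 47-mer dsDNA for strand exchange; Doses: single 10 µM dose; Incubation: 37 °C 15-min filament assembly, 30-min compound preincubation, 15-min exchange; Technique: FRET fluorescence dequenching, excitation 485 nm, emission 520 nm; Measure: Fluorescence-based percent inhibition, control- and blank-normalised; Benchmarks: plate control and blank wells.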
Wee1 degr inh = human Wee1 degradation inhibition, primary screen. HeLa Luc-Wee1K328M stability, luciferase luminescence; 100% = proteasome inhibitor MG132 effect. reporter increase, % at 5 µM. hit rate 1.2% among 220,000. AID 1321;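 active = activation above the mean of all tested compounds plus 3 SD, set per screening run, cut at about 8.8% in these data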;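 also: cells exposed to compound for 20 h before luminescence read; 0% = DMSO alone and 100% = MG132 at 30 µM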
14-3-3 Bad inh = disrupts binding of bovine 14-3-3 zeta to phospho-Bad peptide. P63103. TR-FRET 14-3-3zeta/Dy647-pBad peptide displacement, 1 h. inhibition, % at 21.7 µM. hit rate 0.71% among 220,000. AID 781;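 active = inhibition above about 70%, limit read from the data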;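 also: 0% = full 14-3-3 plus peptide FRET controls and 100% = background without 14-3-3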
Numbers without * were called inactive; x = not tested or not shown; [ ] = another dose, or the depositor's remark.

SMILES	FXIIa inh	FXIa inh	KLK5 inh	eIF4E-4G inh	p97 inhibitor	Mdm2 ligase inh	Rad51 HR inh	Wee1 degr inh	14-3-3 Bad inh
Cc1sc2ncnc(SCC(=O)N(C(C)C)C(C)C)c2c1C	2	-2	13	2	2	-7	13	-2	-5
CCSc1nnc(-c2ccc(OC)cc2)o1	14	2	1	1[fluorescence artefact?]	-2	-26	4	2	8
COc1ccccc1NC(=O)CNC(=O)c1ccccc1	25	23	-1	-1	3	-6	4	-3	14[fluorescence artefact?]
CCCNC(=O)CN(c1ccc(F)cc1)S(=O)(=O)c1ccc2c(c1)OCCO2	17	9	13	2	4	-9	7	0	-5
Cc1cccc(N=C2NC(=O)/C(=C/C=C/c3ccco3)S2)c1	15	8	-30	5	11	-6	-23	2	2[fluorescence artefact?]
Cc1ccc(Nc2cnn(C34CC5CC(CC(CC(=O)O)(C5)C3)C4)c(=O)c2Cl)cc1C	17	5	-5	-10	-5	-7	1	2	1
COc1ccccc1-c1cc(C(F)(F)F)nc(S(=O)(=O)CCCC(=O)NC(C)C)n1	0	-10	-3	0	2	-12	0	-1	-5
O=C(Oc1cccc(OC(=O)N2CCCCC2)c1)N1CCCCC1	2	-1	-3	-3	5	-12	-12	0	-6
C=CCSc1nc2c(cc1C#N)CCC2	13	17	-2	-5	1	-17	6	0	90*[fluorescence artefact?]
Cc1cccc2cc(CN(Cc3nnnn3Cc3ccccc3)C3CCCC3)c(=O)[nH]c12	16	2	-4	-2	1	-1	5	-1	1
O=C(COc1ccc(F)cc1Br)N1CCN(c2ncccn2)CC1	2	2	-2	0	11	-11	-5	1	8
CSc1nc2c(c(=O)n1-c1ccc(C)cc1)SCC2	13	-2	-23	2	-5	2	-11	-1	4
Cc1occc1C(=O)N/N=C/c1cccs1	11	-4	9	5	-10	4	5	1	-4
CN(C(=O)COc1ccccc1)c1nc(-c2ccc(F)cc2)cs1	10	-5	2	0	6	-7	6	7	-5
CCC(=O)Nc1ccc(C(=O)CSc2nc3ccccc3[nH]2)cc1	11	5	-15	2	6	8	9	-2	-5
CC(=O)Nc1ccc(S(=O)(=O)NCCC(=O)Nc2ccc(C)c(Cl)c2)cc1	-1	0	-13	3	1	1	-1	-1	-6
O=C(c1ccc([N+](=O)[O-])cc1[N+](=O)[O-])N1CCCC1	1	-5	-3	3	3	1	1	0	2
CC(C)COCc1ccc(O)c2ncccc12	8	2	x	-1	3	-10	x	0	-17
CCCOC(=O)c1c(NC(=O)CCCn2nc([N+](=O)[O-])c(Cl)c2C)sc(C(=O)OC)c1C	9	-2	-3	4	-1	4	13	-1	4
COc1ccc2cc(OC)c(C(=O)N3CCOCC3)cc2c1	6	-3	2	-1	7	-8	-4	-2	-2
Cc1c(O)ccc2c(CN3CCN(C/C=C/c4ccccc4)CC3)cc(=O)oc12	3	-1	-2	-1	2	-4	x	3	-14
O=C(Nc1nnc(C2CCCO2)s1)c1ccc(Br)cc1 (stereo not drawn)	-1	-15	1	0[fluorescence artefact?]	0	-20	-4	4	-2
Cn1cc(Cl)c(C(=O)OCC(=O)Nc2ccccc2)n1	12	7	-6	1	3	3	13	0	7
CC(=O)Oc1ccc(/C=c2\sc3ncnn3c2=O)cc1	5	0	-3	3	0	-4	-7	1	-5[fluorescence artefact?]
Nc1c2c(nc3ccccc13)N(c1ccccc1)CC2	-12	-14	-17	4	x	-16	6	x	58
CCN(CC)C(=O)c1ccc(N)cc1	4	-7	-4	-3	7	8	10	-3	-10
c1ccc(Nc2nc(N3CCOCC3)nc(N3CCOCC3)n2)cc1	12	4	7	1[fluorescence artefact?]	6	-7	-7	-4	9[fluorescence artefact?]
Cc1c(C(=O)C(=O)N2c3ccccc3CC2C)c2ccccc2n1C (stereo not drawn)	12	-9	8	0	1	-15	1	-2	-17
COc1cccc(CNC(=O)c2cc3c(C)nc4ccccc4c3o2)c1	7	-1	18	2	2	-8	-11	1	12
C=CCn1cnc2c(nnn2-c2cc(C)cc(C)c2)c1=O	8	-1	4	-4	6	-5	-2	0	-6
CC(=O)Nc1ccc(S(=O)(=O)NNC2=NS(=O)(=O)c3ccccc32)cc1	10	3	-14	-2	4	-13	12	-1	-12
CCc1cccc(CC)c1NC(=O)CSc1nc2ccc(N3C(=O)C4C(C3=O)[C@H]3C=C[C@@H]4C3)cc2s1 (stereo partly drawn)	6	-3	0	4[fluorescence artefact?]	3	-8	-10	2	6
CCCn1c(N)c(N2CCCCC2)c(=O)n(CC(=O)Nc2ccccc2)c1=O	0	8	-22	4	-5	-4	0	0	-13
O=C(Nc1ccc(Br)cc1)c1ccc(F)c(S(=O)(=O)N2CCN(c3ccccn3)CC2)c1	11	2	2	0	5	-1	20	2	-19
Cn1c(SCC(=O)Nc2nc3ccccc3s2)nnc1-c1ccccc1	10	1	-4	0	5	-14	x	-1	7
c1ccc(CCN(Cc2ccccc2)C2CCN(C3CCCC3)CC2)cc1	10	-2	x	2	0	-13	x	0	49
CC(O)c1cccc(NC(=O)CCC(=O)O)c1 (stereo not drawn)	10	-6	-9	-8[fluorescence artefact?]	1	-3	-6	1	3
Cn1c(=O)cc(SCC(=O)NCC2COc3ccccc3O2)c2ccccc21 (stereo not drawn)	14	3	-4	0	1	-4	1	0	-7
CCN1CCCC1CNC(=O)Cn1cnc2sc(C)c(S(=O)(=O)N3CCC(C)CC3)c2c1=O (stereo not drawn)	5	-5	-5	0	-2	x	-2	1	-16
COc1cc(CNCCc2ccccc2F)ccc1OCc1ccc(Cl)nc1	-4	3	-3	0	1	-12	2	0	11
CCN1C(=O)CSc2ccc(C(=O)NCc3ccc(OC)cc3)cc21	5	-2	-6	0	-11	-2	x	1	8
O=C1OCc2cc(NS(=O)(=O)c3cccs3)ccc21	19	5	3	3[fluorescence artefact?]	4	6	4	-3	14[fluorescence artefact?]
CC(=O)NCC(=O)OC(C)C(=O)Nc1ccc(C(C)=O)cc1 (stereo not drawn)	-5	-9	-2	-5	-3	-16	1	2	-15
CCOC(=O)CN(C(=O)COc1nc(C)cc(C)c1C#N)c1ccc(Cl)cc1	3	-14	-1	3	-3	-13	1	-2	-3
COc1cc(C=O)ccc1OCc1cccc(Br)c1	8	4	-5	17[fluorescence artefact?]	0	4	-34	0	13
CCOC(=O)c1cc2sccc2n1CC(=O)O	16	4	17	-1[fluorescence artefact?]	4	-35	5	-3	-2
Cc1cc(C(=O)NCc2ccc(C(=O)O)o2)c(C)o1	13	8	-13	3	4	4	3	1	34
O=C(Cn1cnc2c(oc3ccccc32)c1=O)c1ccccc1	20	2	-14	-2	2	-3	5	6	-5
COc1cc(C(=O)Nc2ccc(S(=O)(=O)Nc3nccc(C)n3)cc2)c([N+](=O)[O-])cc1OC	5	-2	1	6	4	-5	8	4	-7
CCOC(=O)N1CCC(N2Cc3cccc(C(=O)N4CCN(c5cccc(Cl)c5)CC4)c3C2=O)CC1	7	-3	9	0	-2	-8	6	3	-7

Later entries:
SMILES	FXIIa inh	FXIa inh	KLK5 inh	eIF4E-4G inh	p97 inhibitor	Mdm2 ligase inh	Rad51 HR inh	Wee1 degr inh	14-3-3 Bad inh
Cc1cc(NC(=O)CSc2nnc(C3CC3)n2N)c([N+](=O)[O-])cc1C	8	4	3	-3	-2	-6	9	1	-13
CCOc1ccc(OCC)c2sc(C)nc12	-3	-6	2	14	2	-11	-2	1	3
CC(C(=O)NCC1(c2ccccc2)CCOCC1)N1CCOCC1 (stereo not drawn)	5	-1	1	-1	1	13	9	-1	3
CCc1onc(C)c1C(=O)Nc1cc(C)ccc1OC	8	3	1	5	-3	-3	-1	-2	1
Cc1noc(C)c1CSc1nc2ccccc2c(=O)n1-c1ccc(F)cc1F	43*	26	-3	8[fluorescence artefact?]	0	-9	x	2	15[fluorescence artefact?]
O=S(=O)(c1ccccc1Br)N1CCC(O)(c2cccnc2)CC1	9	0	5	4	-3	-9	-8	0	1
O=S(=O)(Nc1cccc(-c2cn3c(n2)SCC3)c1)c1cccs1	9	3	5	-3	0	3	x	5	-2
CCn1c(SCC(=O)NNC(=S)Nc2ccccc2)nnc1-c1ccc(Cl)cc1	0	-4	-57	-2	-1	-5	-3	2	-10
COc1ccc(CN(CC(=O)NCc2ccco2)C(=O)CCC(=O)Nc2nccs2)cc1	5	-2	9	1	7	-12	8	0	4[fluorescence artefact?]
COc1ccc(/C=N/NC(=O)c2ccc(-c3ccccc3)cc2)cc1O	8	0	-9	-18	1	-9	7	-1	-4

Some of these compounds in order of their number in Mdm2 ligase inh, falling:
Molecule	FXIIa inh	FXIa inh	KLK5 inh	eIF4E-4G inh	p97 inhibitor	Mdm2 ligase inh	Wee1 degr inh	14-3-3 Bad inh
CC(C(=O)NCC1(c2ccccc2)CCOCC1)N1CCOCC1 (stereo not drawn)	5	-1	1	-1	1	13	-1	3
CCc1onc(C)c1C(=O)Nc1cc(C)ccc1OC	8	3	1	5	-3	-3	-2	1
Cc1cc(NC(=O)CSc2nnc(C3CC3)n2N)c([N+](=O)[O-])cc1C	8	4	3	-3	-2	-6	1	-13
Cc1noc(C)c1CSc1nc2ccccc2c(=O)n1-c1ccc(F)cc1F	43*	26	-3	8[fluorescence artefact?]	0	-9	2	15[fluorescence artefact?]
CCOc1ccc(OCC)c2sc(C)nc12	-3	-6	2	14	2	-11	1	3
COc1ccc(CN(CC(=O)NCc2ccco2)C(=O)CCC(=O)Nc2nccs2)cc1	5	-2	9	1	7	-12	0	4[fluorescence artefact?]

The results go on:
SMILES	FXIIa inh	FXIa inh	KLK5 inh	eIF4E-4G inh	p97 inhibitor	Mdm2 ligase inh	Rad51 HR inh	Wee1 degr inh	14-3-3 Bad inh
COc1ccc(S(=O)(=O)Nc2ccc3oc4ncccc4c(=O)c3c2)cc1OC	7	0	0	-3	5	-5	5	2	1
COc1ccc(C(CNC(=O)CCOc2ccccc2)N(C)C)cc1 (stereo not drawn)	9	3	-20	-2	-6	-11	0	0	15
O=C(CNc1ccccc1F)N/N=C/C1CC=CCC1 (stereo not drawn)	10	-3	-6	-1	2	-7	3	-3	-14
CNC(=S)N1CCN(c2ccc(Cl)c(Cl)c2)CC1	15	4	x	0	1	x	x	-2	-9
COC(=O)c1ccc(CSc2nnnn2Cc2ccccc2)cc1	1	-18	-2	4	-2	-8	2	-1	-3
O=C1CC(c2ccccc2)Cc2nc(N3CCc4ccccc4C3)ncc21 (stereo not drawn)	12	0	-13	10	-3	-1	-3	-2	0
O=C(/C=C/c1ccc(F)cc1)NCCc1ccc2c(c1)OCCO2	11	-2	-8	12	-1	-24	-8	4	1
O=C(O)c1ccc(NC(=S)NC(=O)c2ccc(-c3ccccc3)cc2)cc1	7	-1	1	0	6	17	1	4	-18
COc1ccc(C2CC(c3ccc(Br)cc3)Nc3nc(N)nn32)cc1 (stereo not drawn)	13	7	-10	-1[fluorescence artefact?]	-2	17	-3	2	9
CC(=O)Nc1nc(-c2ccc3c(c2)CCO3)cs1	0	-2	-10	0	4	-44	-28	-1	-4
S=C1NCCOCCOCCOCCNC(=S)NCCOCCOCCOCCN1	-1	-4	-7	4	1	-8	3	-1	-10
CCN(CC)CCP(=O)(c1ccccc1)c1ccccc1	9	-2	-11	0	1	-4	-1	3	14

Looked up above:
Entry for `COc1ccc(S(=O)(=O)Nc2ccc3oc4ncccc4c(=O)c3c2)cc1OC` under Rad51 HR inh: 5
Entry for `O=C(CNc1ccccc1F)N/N=C/C1CC=CCC1` (stereo not drawn) under p97 inhibitor: 2

High-throughput results from PubChem.
